Source: PubChem (National Center for Advancing Translational Sciences (NCATS))
Nrf2 ARE act – qHTS of Nrf2 Activators; AREc32 ARE-luciferase reporter (MCF7-derived line), luminescence, 24 h; Potency, µM (titrated, usually from 46.1 µM), for the others: at the top dose activation, actives largely listed as activators; hit rate 0.31% among 410,000; AID 624171, 2012; also: potency is read from the fitted curve at half-maximal effect; % of control where 0% means no effect; nearly all actives have a fitted effect of over 65% in size
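Nrf2 activation is followed as ARE-luciferase induction in the AREc32 line after one day of compound treatment; luminescence is read with Steady-Glo.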
S2 tox – Viability Counterscreen for Primary qHTS for Inhibitors of ATXN expression | S2 cells (HEK-293 line with an ATXN2-luciferase reporter) viability, CellTiter-Fluor protease fluorescence, 24 h | Potency, µM (top dose mostly 56.7 µM), actives largely listed as cytotoxic | hit rate 0.49% among 400,000 | AID 651635, 2014; also: potency is read from the fitted curve at half-maximal effect; nearly all actives have a fitted effect of over 40% in size
pAkt inh – HTS Assay for Inhibitors of Akt Phophorylation: Primary Screen; AID 651550, 2012; Neuro2A IGF-stimulated pAkt S473 HTRF, 20 min; stronger effect = lower value; activity change, % for hits at 50 µM; hit rate 0.32% among 360,000; in the data active = activity change below about -80%; inconclusive = mostly about -51% to -80%; also: % is scaled to controls: 0 for no effect and ±100 for the full control effect
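Single-point screen (50 µM final compound) in Neuro2A cells stimulated 20 min with 6 nM IGF at 37 deg C. After lysis, Ser473-phosphorylated Akt read by HTRF (ex 330 nm, em 615/665 nm) as the 665/615 ratio.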
HepG2 viability – qHTS for Inhibitors of TGF-b: Cytotox Counterscreen. hit rate 0.76% among 410,000. Potency, µM (titrated, usually from 46.1 µM), for inactives: at the highest dose activity change, negative = cytotoxicity, most hits filed as cytotoxic. AID 588856, 2011. HepG2 CAGA-GFP viability, ATP luminescence, 18 h; also: potency is read from the fitted curve at half-maximal effect; some results filed as inactive show a strong effect at the top dose
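HepG2 CAGA-GFP cells (1000/well, DMEM with 1% FBS) received compound, then TGF-beta at 500 pg/mL final, and were incubated 18 hours at 37 degrees C. Viability was read by CellTiter-Glo luminescence. Media-only wells were set as complete cell-killing and DMSO as no toxicity.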
Mm-Cpn inhibitor – Inhibitors of TCP-1 ring complex (TRiC) of Methanococcus maripaludis (MmCpn): qHTS; Chaperonin Mm-Cpn (Methanococcus maripaludis); hit rate 0.031% among 330,000; Potency, µM (highest dose often 76.9 µM), without a hit: at the top dose activity, negative = inhibition, hits mostly inhibitors; purified Mm-Cpn ATPase, ADP Transcreener TR-FRET; also: potency is read from the fitted curve at half-maximal effect; % is scaled to controls: 0 for no effect and ±100 for the full control effect; nearly all actives have a fitted effect of over 80% in size
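Purified archaeal chaperonin (25 nM final) was preincubated with compound for 10 min at 37°C, then ATP (10 uM final) was added for 30 min at 37°C in Tris pH 7.4/KCl/MgCl2/DTT buffer. ADP was quantified by HTRF Transcreener TR-FRET.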
CCT chaperon mod – High-Throughput Screening for Modulators of Cytosolic Chaperonin Activity; hit rate 0.3% among 360,000; activity change, % (concentration not given with the values), hits read low; AID 651819, 2012; purified chaperonin ATPase assay, HTRF ADP detection, 30 min; in the data active = activity change below about -30%; also: % is scaled to controls: 0 for no effect and ±100 for the full control effect
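Enzyme 40 or 20 nM (batch-dependent) in Tris pH 7.4/KCl/MgCl2/DTT; cpd 76 uM single point; ATP 10 uM; 30 min 37 °C; Transcreener ADP HTRF detection, 30 min RT; ratio 665/615.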
Nrf2 block – Nrf2 qHTS screen for inhibitors. A549 ARE-Fluc reporter, luciferase luminescence, 18-24 h. Potency, µM (highest dose often 46 µM), inactives show at the top dose activity change, negative = inhibition, actives largely listed as inhibitors. hit rate 2.1% among 360,000; also: potency is read from the fitted curve at half-maximal effect; % is scaled to controls: 0 for no effect and ±100 for the full control effect; nearly all actives have a fitted effect of over 60% in size
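Nrf2 function is reported as luminescence of an ARE-controlled luciferase in A549 cells. Compounds were tested at several concentrations, and a CellTiter-Fluor read on the same wells flagged cytotoxicity.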
TGFb SMAD3 inh – qHTS for Inhibitors of TGF-b | hit rate 1.2% among 410,000 | Potency, µM (series often up to 46.1 µM), for the others: at the highest dose activity, negative = inhibition, hits mostly inhibitors | HepG2 CAGA-GFP TGF-b/SMAD3 reporter, GFP fluorescence, 18 h; TGF-beta stimulated, 500 pg/mL final; also: potency is read from the fitted curve at half-maximal effect; % is scaled to controls: 0 for no effect and ±100 for the full control effect; nearly all actives have a fitted effect of over 65% in size
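First, reporter cells (HEPG2 CAGA-GFP) rested 2 h at 37 degrees C. Next, compounds were pinned in and TGF-beta added to 500 pg/mL final. After 18 h, GFP was imaged per cell and summed per well.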
A549 viability – Nrf2 qHTS screen for inhibitors: counterscreen for cytotoxicity; A549 ARE-Fluc cells, CellTiter-Fluor viability, 18-24 h; hit rate 0.16% among 390,000; AID 504648, 2011; Potency, µM (doses to about 46 µM), for inactives: at the top dose activity change, negative = cytotoxicity, most hits filed as inhibitors; also: potency is read from the fitted curve at half-maximal effect; % is scaled to controls: 0 for no effect and ±100 for the full control effect
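Cytotoxicity counterscreen: CellTiter-Fluor fluorescence was measured in A549 ARE_Fluc cells after 18-24 h of compound exposure in a concentration series. The subsequent BugLite luminescent read reports ARE-luciferase activity.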
Starred values were filed as active, the others as inactive; i = inactive; ? = inconclusive; / = no result given; & = joins results of further samples; [ ] = dose if it differs, or a comment. Unless noted, calls follow the shape of the dose curve; as a rule, active = well fitted curve in the direction sought with a large enough effect; inconclusive = small, poorly fitted or top-dose-only effect, or another doubt; inactive = no such curve, though single readings can be large; an effect the other way counts as inactive or inconclusive.

SMILES	Nrf2 ARE act	S2 tox	pAkt inh	HepG2 viability	Mm-Cpn inhibitor	CCT chaperon mod	Nrf2 block	TGFb SMAD3 inh	A549 viability
Cc1cc(C)c2nc(-c3ccccn3)cc(C(=O)NCc3ccc(S(N)(=O)=O)cc3)c2c1	6.2%	?	i	-24%	-9%	0.7	?	-7%	-19%
O=C(Nc1cccnc1)c1sc2cccc(F)c2c1Cl	8.6%	i	i	0%	-10%	-3.3	?	22%	-15%
CCOC(=O)c1cc(-c2ccco2)nc2c1c(C)nn2CCC#N	?	i	i	0%	-2%	-4.9	/	-13%	-3%
CN1C(=O)/C(=C/C=C2\SCCN2C)OC1=S	4.7%	i	i	6%	-3%	0.3	?	4%	-4%
CCOC(=O)C1(CCOc2ccccc2)CCN(Cc2nccn2CC)CC1	0.7%	i	i	-22%	1%	-0.8	1%	-9%	-3%
COCC(=O)Nc1ccc([N+](=O)[O-])cc1C	-0.5%	i	i	-2%	2%	-0.1	5%	-2%	-3%
Cn1c(N)cc(=O)[nH]c1=S	2.8%	?	i	-8%	/	-0.7	-6%	-19%	1%
C=C(C)c1cccc(C(C)(C)NC(=O)Nc2ccc(C)cn2)c1	6.2%	i	i	-4%	0%	-27	?	?	-7%
CC(Cc1cccnc1)NC(=O)CCc1nnc(-c2ccccc2)o1 (stereo unspecified)	0.9%	i	i	13%	1%	1.4	20%	14%	-3%
Cc1ccc(NCN2C(=O)C3CC=CCC3C2=O)cc1 (stereo unspecified)	0.6%	i	i	-16%	-2%	0.0	3%	9%	0%
CCOC(=O)C1(Cc2ccccc2)C(=O)Nc2ccccc21 (stereo unspecified)	-0.4%	i	i	15%	/	0.0	18%	0%	-2%
Cc1cc2ncn(/N=C/c3cccnc3)c2cc1C	0.8%	i	i	-28%	0%	1.1	-20%	-14%	5%
CC(=O)c1ccc(NC(=O)COC(=O)C2CCN(S(=O)(=O)c3cccs3)CC2)cc1	2.3%	i	i	6%	-2%	1.0	29%	-14%	14%
Cc1nc(-c2ccccn2)sc1C(=O)Nc1ccc(F)cc1	?	i	i	-24%	0%	-7.1	-20%	7%	-4%
COc1ccccc1NC(=O)CCSc1nc(C)cs1	6.8%	i	i	-13%	-3%	-1.0	4%	-9%	4%
Oc1ccc(/C=N/NC(=S)Nc2cccnc2)c(O)c1O	3.8%	?	i	-13%	-3%	-3.0	-23%	-56%	-10%
COc1ccc(CN2CCNC(=O)C2CC(=O)NCCC2=CCCCC2)c(F)c1 (stereo unspecified)	2.5%	i	i	-22%	1%	-1.7	-10%	7%	-2%
Nc1cc2c(cc1C(=O)c1cccc(Br)c1)OCCO2	-0.1%	i	i	-4%	2%	2.5	14%	?	-2%
CCOC(=O)C1=C(COC(=O)/C=C/c2cccc(Br)c2)NC(=O)NC1C (stereo unspecified)	3.4%	i	i	2%	-4%	0.8	-4%	2%	-2%
CC(=O)c1ccc(NC(=O)c2sc(-n3nc(C)c(Cc4ccc5c(c4)OCO5)c3C)nc2C)cc1	-0.6%	/	/	-1%	/	/	12%	?	9%
CC(NC(=O)COC(=O)c1ccccc1O)C1CC2CCC1C2 (stereo unspecified)	3.1%	i	i	-4%	1%	0.2	12%	-11%	14%
NS(=O)(=O)c1ccc(CCNC(=S)Nc2ccc(F)cc2)cc1	-0.5%	i	i	-7%	-1%	-0.8	-9%	-5%	3%
CC1CC1C(=O)OCC(=O)N(C)CC(=O)Nc1ccc(F)cc1 (stereo unspecified)	-0.1%	i	i	-4%	-1%	1.9	-3%	7%	0%
COC(=O)c1cc(C(=O)OC)cc(-n2c(C)cc(C=O)c2C)c1	0.3%	i	i	-9%	2%	-1.7	5%	0%	-2%
Cc1c(NC(=O)c2ccc(N(C)S(=O)(=O)c3ccccc3)cc2)c(=O)n(-c2ccccc2)n1C	-0.1%	i	i	4%	3%	-16	?	21%	3%

Rewritten with values under each structure: 4 of the compounds above.
Results follow in this order: Nrf2 ARE act | S2 tox | pAkt inh | HepG2 viability | Mm-Cpn inhibitor | CCT chaperon mod | Nrf2 block | TGFb SMAD3 inh | A549 viability
> CC(Cc1cccnc1)NC(=O)CCc1nnc(-c2ccccc2)o1 (stereo unspecified)
 : 0.9% | i | i | 13% | 1% | 1.4 | 20% | 14% | -3%
> Cc1ccc(NCN2C(=O)C3CC=CCC3C2=O)cc1 (stereo unspecified)
 : 0.6% | i | i | -16% | -2% | 0.0 | 3% | 9% | 0%
> CCOC(=O)C1(Cc2ccccc2)C(=O)Nc2ccccc21 (stereo unspecified)
 : -0.4% | i | i | 15% | / | 0.0 | 18% | 0% | -2%
> Cc1cc2ncn(/N=C/c3cccnc3)c2cc1C
 : 0.8% | i | i | -28% | 0% | 1.1 | -20% | -14% | 5%

Later entries
SMILES	Nrf2 ARE act	S2 tox	pAkt inh	HepG2 viability	Mm-Cpn inhibitor	CCT chaperon mod	Nrf2 block	TGFb SMAD3 inh	A549 viability
O=C(NC1CC1)c1cccc(Oc2ccccc2)c1	3.9%	i	i	-41%	0%	-2.3	5%	10%	-2%
O=C(CN1C(=O)NC2(CCCCC2)C1=O)Nc1cccc2ncccc12	0.4%	i	i	3%	0%	-2.4	?	-5%	1%
Cc1c(CNCCc2ccccc2)c(C(=O)O)c(C)n1-c1ccccc1	0.3%	i	i	-19%	1%	-3.0	3%	-19%	5%
CC(=O)Nc1nc2ccccc2n1Cc1ccccc1	-0.5%	i	i	4%	-1%	0.9	1%	-6%	-13%
Cc1ccc(NC(=O)CC2SC3=NCCCN3C2=O)c(C)c1 (stereo unspecified)	3.4%	i	i	-5%	-2%	0.1	?	-4%	-4%
CC1(C)Cc2nc3sc(C(=O)NCCO)c(N)c3cc2CO1	0.0%	i	i	-22%	-1%	0.1	22%	-10%	-10%
Cc1cc(OC(C)C(=O)NCCN2CCOCC2)c2c(C)c(C)c(=O)oc2c1 (stereo unspecified)	-0.4%	i	i	10%	-4%	0.0	5%	-12%	1%
C/C=C/Cn1c(SCc2ccc(Cl)cc2)nc2c1c(=O)[nH]c(=O)n2C	4.0%	i	i	-30%	-1%	-1.2	/	2%	-2%
COc1cccc(C2/C(=C(\O)c3ccc4c(c3)OCO4)C(=O)C(=O)N2CCN(C)C)c1OC (stereo unspecified)	-0.4%	i	i	-11%	-3%	2.6	6%	-6%	-4%
COc1ccc(-n2nc(C(=O)NCC(=O)NC(C)C)c3ccccc3c2=O)cc1	-0.7%	i	i	3%	0%	-2.2	-6%	25%	-3%
O=C(c1ccc(CS(=O)c2ccccc2Cl)o1)N1CCN(c2cccc(C(F)(F)F)c2)CC1 (stereo unspecified)	-1.9%	/	/	-36%	/	/	?	?	-9%
CC(=O)CSc1nc2nccnc2[nH]1	0.2%	i	i	5%	/	0.8	/	?	/
COc1ccc(NS(=O)(=O)c2ccc(-c3coc(C)n3)cc2)cc1OC	-0.1%	i	i	-12%	4%	-1.3	?	-21%	-18%
O=C(COc1ccccc1[N+](=O)[O-])NCCC1=CCCCC1	2.9%	i	i	-11%	0%	-0.4	7%	-11%	20%
CCOc1ccc(C(=O)NCC(=O)OCC(=O)N2CCCCC2)cc1	-0.3%	i	i	3%	2%	-1.0	10%	-22%	14%
CC1(C(=O)Nc2cccc(C#N)c2)CCN1C(=O)Cc1ccc(-c2ccccc2)cc1 (stereo unspecified)	-0.4%[9.22 µM]	?	i	-16%	/	1.3	/	-28%	/
CNC(=S)Nc1cccc(S(=O)(=O)NC2=NCCC2)c1	0.3%	i	i	6%	-8%	-2.4	14%	4%	-1%
O=C(c1cccc(C(=O)N2CCN(c3ccccc3)CC2)c1)N1CCN(c2ccccc2)CC1	-0.3%	i	i	-32%	-5%	-1.7	/	?	-2%
CCCCN(C(=O)c1ccccc1OCc1ccc(F)cc1)c1c(N)n(CCC)c(=O)[nH]c1=O	0.0%	i	i	-9%	0%	-1.4	-6%	0%	0%
COc1ccc(NC(=O)CN(C)C(=O)c2cn(-c3ccccc3)nc2-c2cccnc2)cc1	3.0%	?	i	0%	0%	-0.9	-7%	15%	1%
NC(=O)c1ccc(NC(=O)COC(=O)CC23CC4CC(CC(Br)(C4)C2)C3)cc1	-0.5%	i	i	-23%	-4%	2.7	-13%	-4%	2%
COc1ccccc1-c1oc2ccccc2c1C#CCCCCO	2.7%	i	i	-21%	-1%	1.2	3%	-24%	-12%
O=C(Nc1ccc(Cn2cccn2)cc1)c1ccc(COc2ccc(Br)cc2)cc1	0.0%	i	i	-6%	1%	-0.3	6%	15%	0%
CCOC(=O)C1CCN(c2cc3c(cc2NC(=O)c2ccccc2Cl)n(C)c(=O)n3C)CC1	4.4%&12%	i	i	-34%&-24%	1%	0.1	-4%&-9%	-11%&12%	-1%&3%
CSc1ccccc1OCc1cc(C(=O)NC2CCOC(C)(C)C2)no1 (stereo unspecified)	-0.9%	i	i	-10%	-7%	-0.7	-13%	2%	-2%
CC1Oc2ccc(C#N)cc2N(Cc2ccccc2OC(F)(F)F)C1=O (stereo unspecified)	0.9%	i	i	-17%	/	0.1	/	2%	/
C1=CC2CC1CC2CN1CCN(c2ccccc2)CC1 (stereo unspecified)	-0.3%	i	i	3%	-2%	-8.1	-12%	30%	-9%
C#CCOCCOCCOCCNc1nc(N2CCN(C(=O)[C@H](CCCCN)n3cc(CN)nn3)CC2)nc(N2CCN(C(=O)[C@H](CCC(=O)O)n3cc([C@@H](N)[C@H](C)CC)nn3)CC2)n1	-1.3%	i	i	6%	0%	-0.3	-4%	6%	-1%
CCOc1ccc(-c2nc(CSCC(=O)NCC3CCCO3)c(C)o2)cc1 (stereo unspecified)	-1.5%	i	i	-21%	-1%	2.1	-1%	3%	0%

Random draw from the library. Share with any hit: about 4.4%.
